Bioassay records deposited in PubChem BioAssay by ICCB-Longwood Screening Facility, Harvard Medical School.
PV pol inh = poliovirus RdRp elongation inhibitors, primary screen, biochemical, fluorescence polarization, total intensity; Genome polyprotein (Poliovirus type 1 (strain Mahoney)), P03300; 0.66% of 150,000 active; % elongation, % (compound at 16.7 µg/mL); poliovirus polymerase elongation; hits give low values; in the data active means % elongation below about 90%; further: some results filed as inactive read as strong as hits
Target sequence (P03300 1749-2209 limits assumed): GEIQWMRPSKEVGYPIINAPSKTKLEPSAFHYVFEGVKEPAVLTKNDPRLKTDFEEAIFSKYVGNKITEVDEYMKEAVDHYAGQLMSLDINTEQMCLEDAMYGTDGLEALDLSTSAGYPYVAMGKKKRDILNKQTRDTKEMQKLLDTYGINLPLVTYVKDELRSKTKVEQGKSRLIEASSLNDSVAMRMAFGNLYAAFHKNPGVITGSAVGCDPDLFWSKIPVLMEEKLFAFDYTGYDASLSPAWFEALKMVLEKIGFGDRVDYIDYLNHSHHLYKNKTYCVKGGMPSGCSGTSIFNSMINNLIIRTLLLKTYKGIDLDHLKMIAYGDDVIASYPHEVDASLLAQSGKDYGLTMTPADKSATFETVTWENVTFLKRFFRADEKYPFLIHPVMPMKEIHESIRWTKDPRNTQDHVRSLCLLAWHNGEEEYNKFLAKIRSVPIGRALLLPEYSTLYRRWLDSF
PV pol inh FP z-score = further read-out of PV pol inh, marked with its call; z-score; measured here: FP z-score; hits read low
An asterisk follows results filed as active; & = joins results of further samples. The list is partial; the hit share may differ from the screen's.

nr	Structure	PV pol inh	PV pol inh FP z-score
1	CCS(=O)(=O)N1CCC(Oc2ccc(-n3cnnn3)cc2)CC1	98	-2
2	CC(=O)N(CN1C(=O)c2ccccc2C1=O)c1ccc2ccccc2c1	104	0.6
3	Cc1ccc(N2C(=O)C(C=NCc3ccc(C(=O)O)cc3)C(=O)NC2=S)cc1 (centres undefined)	102	0
4	Cc1ccc(Cn2c(=O)c3ccccc3n3c(-c4ccccc4)nnc23)cc1	115	0.4
5	CCn1cc(C(=O)NCc2ccc3c(c2)OCO3)c(=O)c2cc(S(=O)(=O)N(C)C)ccc21	100	0
6	CCOc1ccc(-c2nn(-c3ccccc3)cc2C2NC(=O)NC(C)=C2C(=O)OC(C)C)cc1 (centres undefined)	105	-0.1
7	CC(C)C(NC(=O)c1ccccc1F)C(=O)Nc1ccc(N2CCOCC2)cc1 (centres undefined)	106	0.4
8	COCCCNC(=O)c1cnc2sc(N3CCCCCC3)nn2c1=O	111	0.5
9	CCN(C(=O)CN(C)C1CCCCC1)c1c(N)n(Cc2ccccc2)c(=O)[nH]c1=O	111	1.2
10	CCOC(=O)c1c(-c2ccc(C)cc2)csc1NC(=O)c1cc(=O)c2cc(C)c(C)cc2o1	106	-0.2
11	O=C(CSCc1cnn(-c2ccccc2)c1-n1cccc1)N1CCC(N2CCCCC2)CC1	102	-1.1
12	Cc1cc(C)cc(NCc2nnc3n2CCCCC3)c1	113	1.2
13	Cc1cc(NC(=O)CSc2ncc(C(=O)Nc3ccc(F)cc3)c(=O)n2C)no1	113	1.2
14	COC(=O)CNC(=O)c1cc(=O)c2ccccc2o1	107	0
15	CCOC(=O)c1c(-c2ccccc2)n2c3c(cccc13)SCC2	102	0.4
16	O=C(NC1CCCC1)N1CCC2(CC1)Oc1ccccc1C(=O)N2Cc1ccc(F)cc1	104	0.5
17	COc1ccccc1CCN=Cc1ccnc(SCc2ccc(Cl)cc2Cl)n1	104	0.1
18	O=c1c(Oc2ccccc2)coc2cc(OCc3ccccc3)ccc12	105	0.1
19	O=C(Nc1ccc2c(c1)COC2=O)c1cccc(Cl)c1	101	-0.2
20	COc1ccc(NC(=O)COc2ccc(S(=O)(=O)NC3CCCCC3)cc2)c(OC)c1	108	0.9
21	O=C(CS(=O)(=O)c1ccccc1)Nc1cccnc1	105	1
22	CC1CCc2[nH]nc(C(=O)O)c2C1 (centres undefined)	100&101	-0.8&-0.3
23	Cc1ccc(C(=O)C2CN3CCC2CC3)cc1 (centres undefined)	102	0.1
24	CC(=O)OC1C(c2ccccc2)=NN(C(C)=O)C1c1ccccc1 (centres undefined)	103	0.5
25	COc1ccccc1NC(=O)CN(c1cc(C)cc(C)c1)S(=O)(=O)c1c(C)[nH]c(=O)[nH]c1=O	107	0.6
26	COc1ccccc1C(c1c(O)[nH]c(=S)[nH]c1=O)N(Cc1ccccc1)C(C)C (centres undefined)	102	0.1
27	COC(=O)C1CN(C)CCC1=O (centres undefined)	100	-0.1
28	O=C(C1CCCN(S(=O)(=O)c2cccc3nonc23)C1)N1CCN(c2ccccc2F)CC1 (centres undefined)	107	0.4
29	COc1ccc(S(=O)(=O)N2CCC(NC(=O)NC3CCCC3)CC2)cc1	102	-0.1
30	O=C(CN1C(=O)C2CCc3[nH]c4ccccc4c3C2C1=O)N1CCCC1 (centres undefined)	103	0.3
31	Cc1[nH]n(-c2ccccc2)c(=O)c1CCC#N	99	-0.4
32	Cc1[nH]c(=O)[nH]c(=O)c1S(=O)(=O)N1CCOc2ccccc2C1	101	0.3
33	O=c1c(N2CCN(c3cccc(C(F)(F)F)c3)CC2)csc2ccc(Cl)cc12	107	0.2
34	CCC(C)NC(=O)c1cccc2c1SCCC2=O (centres undefined)	103	-0.3
35	CC(=O)N1CCc2cc(C(O)CN(Cc3ccccc3)Cc3ccccc3)ccc21 (centres undefined)	100	0.1
36	Clc1ccc2nc(CN3CCCCC3)cn2c1	99	-0.8
37	CC(=O)c1cccc(NS(=O)(=O)c2cccc(S(=O)(=O)c3ccc(Br)cc3)c2)c1	104	0.2
38	Cc1nc2c(C(=O)N3CCC4(CC3)OCCO4)c[nH]n2c(=O)c1Cc1ccccc1Cl	100	-0.7
39	O=C(NCCSCc1ccc(Cl)cc1)C1CCN(S(=O)(=O)Cc2ccccc2)CC1	108	0.2
40	Cc1nc2sccn2c1Br	101	-0.5
41	O=C(NC1CCCC1)C1COc2ccccc2O1 (centres undefined)	103	1.2
42	CCC(=O)Nc1c(CC)cccc1CC	98	-0.9
43	Nc1nnc2ccccc2n1	98	-0.9
44	CC(NC(=O)Cn1ncc2ccsc2c1=O)C12CC3CC(CC(C3)C1)C2 (centres undefined)	102	-0.2
45	Cc1nc(CCn2cnc3cc(C)c(C)cc32)no1	106	2.3
46	COc1cccc(CSc2nc3n(n2)C(c2cccc(F)c2)C(C(=O)Nc2ccccc2C)=C(C)N3)c1 (centres undefined)	109	0.5
47	O=C(COc1ccccc1OC(=O)c1ccc(Cl)cc1)NCc1ccccc1Cl	108	0.4
48	CCOC(=O)C1=C(CSc2nnc(C)s2)NC(=O)NC1c1ccccc1OC (centres undefined)	101	-0.4
49	O=C(Nc1ccccc1Cl)N1CCC(CN2CCCC2)CC1	104	-0.9
50	Cc1ccc(-c2nnc(Nc3ccc(C(N)=O)cc3)c3ccccc23)cc1S(=O)(=O)N1CCCCC1	100	-0.7

Carrying on.
nr	Structure	PV pol inh	PV pol inh FP z-score
51	O=C1CC(c2cccc(O)c2)C2=C(CC(c3cccs3)CC2=O)N1 (centres undefined)	100	0
52	CCN(CC)S(=O)(=O)c1ccc(-c2csc(=Nc3cccc(C(F)(F)F)c3)n2Cc2ccc3c(c2)OCO3)cc1	100	-0.9
53	Cc1ccccc1NC(=O)c1ccc2c(O)c(S(=O)(=O)c3ccccc3)c(=O)[nH]c2c1	108	0.3
54	NC(=O)C1CCN(C(=O)c2cccc3ccccc23)CC1	101	-0.1
55	COc1ccc(-c2nnc(SC(C(=O)NC(N)=O)c3ccccc3)n2CC2CCCO2)cc1 (centres undefined)	103	0
56	C=CCN1C(c2ccc(C)cc2)=CS/C1=C(\C#N)C(=O)OCC	103	0.6
57	O=C(Nc1ccccc1)N1CCC(n2c(=O)[nH]c3ccccc32)CC1	101	-0.1
58	CCOc1ccc(-c2nnc3ccc(SCC(N)=O)nn23)cc1	101	0.1
59	Cc1cccc(C(=O)Nc2ccccc2C(=O)OCc2cc(=O)n3nc(C4CC4)sc3n2)c1	103	-0.7
60	COc1cccc(C(=O)Nc2cccc(C)c2)c1	101	0.5
61	COc1ccc2c3c1OC1CC(O)C=C[C@@]31CCN(C)C2 (some centres undefined)	100	0
62	COC(=O)c1cc(C)nc2c1c(=O)nc(SCc1ccccc1Cl)n2C1CC1	112	0.9
63	O=C(O)c1ccc2c3c(cccc13)C(=O)N(c1ccccc1O)C2=O	101	0.1
64	CCOC(=O)c1cc(-c2ccc(OC)c(S(=O)(=O)NCc3ccccc3Cl)c2)on1	103	-0.8
65	COc1ccc(C(=O)NCCN2CCCC2)cc1OC	101	-0.2
66	CCOC(=O)c1c(C)[nH]c(CCC(=O)NCc2ccccc2C)c1C	109	0.2
67	CCOC(=O)c1cc(-c2ccc(F)cc2)n(CC(=O)NCc2cccs2)c1C	102	0.4
68	COC(=O)C1C2C=CC3(CN(C(c4ccccc4)c4ccccc4)C(=O)C13)O2 (centres undefined)	104	0
69	O=C(N[C@@H](Cc1ccccc1)C(=O)NCc1cccs1)c1cccs1	104	0.3
70	CCCC(C)C(=O)NCc1ccccc1 (centres undefined)	100	0
71	O=C(Nc1ccc2[nH]c(=O)[nH]c2c1)c1cc(-c2ccco2)nc2ccccc12	102	-0.2
72	CCOCCCNC(=O)c1ccc(-n2c(-c3ccccc3)cc3c2CCCC3)cc1	106	-0.2
73	O=C(Cc1ccc(Cl)cc1)N1CCN(c2ccc(F)cc2)CC1	105	0.9
74	Cc1ccc(NC(=O)C2CCCN(c3ncnc4c3nc3n4CCCCC3)C2)c(Br)c1 (centres undefined)	108	0.4
75	COc1ccc(CCNC(=O)CCCCn2c(=O)c3ccccc3n(Cc3cc(C)ccc3C)c2=O)cc1OC	106	0
76	O=C(O)C1C2C=CC(C2)C1C(=O)NCc1ccc2c(c1)OCO2 (centres undefined)	104	0.6
77	O=C(Cn1cc(SCc2c(F)cccc2Cl)c2ccccc21)N1CCCCCC1	117	0.2
78	CCn1c(-c2ccccc2)cs/c1=N/NC(=O)c1ccncc1	102	1.1
79	Cc1ccccc1Nc1c(-c2ccco2)nc2c(C)cccn12	105	-0.2
80	COC(=O)c1ccc(CN(Cc2ccc(OC)c(OC)c2)S(=O)(=O)c2ccc(F)c(C(=O)Nc3cc(C)ccc3C)c2)cc1	108	0.1
81	FC(F)(F)c1cc(-c2cccnc2)nc2cc(C3CC3)nn12	103	0.6
82	CC(=O)Oc1cn(C(C)=O)c2ccccc12	105	1.4
83	COc1ccc(NC(=O)c2c(NCc3cccc(OC)c3)sc3c2CCC3)cc1	108	0.4
84	O=C(O)/C=C\C(=O)NCc1ccc2c(c1)OCO2	103	0.2
85	Cc1ccc(-c2ccc(N)cc2)cc1	102	-0.3
86	O=C(Cc1ccccc1)Nc1ccc(-c2cn3ccsc3n2)cc1	106	0.1
87	CCOc1ccc(C2C3=C(CCCC3=O)NC3=C2C(=O)CCC3)cc1	101	0
88	Cc1[nH]c2ccccc2c1SCCNC(=O)c1ccc(F)cc1	105	-0.1
89	COCc1c(CN)cnc(C)c1N	104	0.7
90	O=C(CCc1ccccc1)Nc1ccccc1N1CCOCC1	100	-0.4
91	COC(=O)c1ccccc1NC(=O)c1sc2nc(C)cc(C)c2c1NC(=O)c1ccccc1Cl	108	0.9
92	O=C1CC(N2CCSC2=S)C(=O)N1c1cccc(Cl)c1Cl (centres undefined)	102	0.3
93	Cc1cc(C)cc(NC(=O)CCC(=O)N2Cc3ccccc3Oc3ncccc32)c1	108	0
94	COc1ccccc1OCC(=O)NN	104	0.6
95	CC(=O)N1CCc2c(sc3c2c(=O)n(-c2ccccc2C)c(=O)n3CC(=O)c2ccccc2)C1	105	0.3
96	O=C(Nc1ccc(Cc2ccc(NC(=O)C3CC3)cc2)cc1)C1CC1	107	0.5
97	CCc1ccccc1NC(=O)Cn1nnc(C(=O)Nc2ccc(OC)c(OC)c2)c1N	107	0.3
98	CCC1Oc2ccc(C)cc2N(CC(=O)NC(C)C)C1=O (centres undefined)	102	-0.1
99	N#Cc1ccc(Cl)cc1NC(=O)COC(=O)c1cc(-c2ccco2)nc2ccccc12	104	0.2
100	CCCCn1c(C)cc(/C=C(\C#N)C(=O)O)c1C	99	-0.1

Compounds 61–62, reprinted for reference:
nr	Structure	PV pol inh	PV pol inh FP z-score
61	COc1ccc2c3c1OC1CC(O)C=C[C@@]31CCN(C)C2 (some centres undefined)	100	0
62	COC(=O)c1cc(C)nc2c1c(=O)nc(SCc1ccccc1Cl)n2C1CC1	112	0.9

(further entries)
nr	Structure	PV pol inh	PV pol inh FP z-score
101	O=C(COc1nc2ccccc2s1)N1N=CCC1c1ccccc1 (centres undefined)	104	0.7
102	Cc1noc(C)c1C(=O)N=c1sc2ccccc2n1C	102	-0.2
103	COC(=O)c1sc(NC(=O)c2csc3c2CCCC3)c(C#N)c1C	101	0
104	CC(C)c1ccc(NC(=O)C2CCN(S(=O)(=O)c3ccc(Br)s3)CC2)cc1	106	-0.6
105	CCOC(=O)C1=C(CNCc2ccccc2)NC(=O)NC1c1ccccc1 (centres undefined)	100	-0.6
106	COc1ccc(C(CC(=O)Nc2ccc(C)cn2)N2Cc3ccccc3C2=O)cc1OC (centres undefined)	108	0.1
107	CCOc1ccc(-n2c(C)cc(/C=N/N(C)C)c2C)cc1	106	0.8
108	O=C(NCCO)c1ccccc1-c1ccccc1	100	-0.1
109	O=C1Nc2ccccc2C(O)(C(=O)NCc2ccccc2)N1c1ccccc1 (centres undefined)	99	-0.1
110	COC(=O)c1sc(N)c(C(=O)OC)c1COC(=O)c1ccc2c(c1)C(=O)N(Cc1ccco1)C2=O	103	0.2
111	COc1ccc(CCNS(=O)(=O)c2ccc3[nH]c(=O)ccc3c2)cc1OC	103	-0.4
112	CCOC(=O)N1CCC(NC(=O)c2ccc3nc(/C=C(\O)c4ccc(OC)cc4)c(=O)[nH]c3c2)CC1	102	0.2
113	O=C(Oc1ccc2oc(-c3ccco3)cc(=O)c2c1)C1CCCCC1	100	-0.4
114	CCn1cc(CCCC(=O)NCc2cc(Br)ccc2OC)c2ccccc21	103	-0.5
115	CCCS(=O)(=O)N1CC(=O)N(c2cccc(Cl)c2)C(C)(C(=O)NC2CCCCC2)C1 (centres undefined)	103	-0.6

Single records, from the list above. Order of screens: PV pol inh | PV pol inh FP z-score
Shown for CCOC(=O)C1=C(CNCc2ccccc2)NC(=O)NC1c1ccccc1 (centres undefined) = 100 | -0.6
Shown for O=C(NCCO)c1ccccc1-c1ccccc1 = 100 | -0.1
Shown for COc1ccc(CCNS(=O)(=O)c2ccc3[nH]c(=O)ccc3c2)cc1OC = 103 | -0.4

Part of the list above, field by field:
#42 CCC(=O)Nc1c(CC)cccc1CC
  PV pol inh: 98
  PV pol inh FP z-score: -0.9

#43 Nc1nnc2ccccc2n1
  PV pol inh: 98
  PV pol inh FP z-score: -0.9

#44 CC(NC(=O)Cn1ncc2ccsc2c1=O)C12CC3CC(CC(C3)C1)C2 (centres undefined)
  PV pol inh: 102
  PV pol inh FP z-score: -0.2

#45 Cc1nc(CCn2cnc3cc(C)c(C)cc32)no1
  PV pol inh: 106
  PV pol inh FP z-score: 2.3
